D1 agonist: human D1 receptor agonism; P21728; hit rate 1% among 360,000; AID 504660; HEK293 T-REx D1 cells, calcium flux, agonist mode; activation, % at 2 µM; in the data active = activation above about 30%; also: 0% is about no effect
Target sequence (P21728 whole entry, looked up): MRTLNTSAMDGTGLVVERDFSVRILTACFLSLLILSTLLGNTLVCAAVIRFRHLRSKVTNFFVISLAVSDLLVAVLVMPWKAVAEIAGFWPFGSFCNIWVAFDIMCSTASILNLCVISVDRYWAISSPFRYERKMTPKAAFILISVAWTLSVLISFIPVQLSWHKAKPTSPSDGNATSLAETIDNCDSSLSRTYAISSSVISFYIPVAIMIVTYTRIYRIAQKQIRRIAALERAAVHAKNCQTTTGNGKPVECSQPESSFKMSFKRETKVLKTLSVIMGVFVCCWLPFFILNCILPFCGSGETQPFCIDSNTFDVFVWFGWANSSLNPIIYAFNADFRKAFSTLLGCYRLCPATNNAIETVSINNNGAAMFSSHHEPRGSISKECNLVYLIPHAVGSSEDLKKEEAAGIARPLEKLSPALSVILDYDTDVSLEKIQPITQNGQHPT
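Inducible HEK293 T-REx D1 cells, force-coupled to calcium signalling, were plated at 4000 cells/well with tetracycline and held overnight at 30 C. After no-wash calcium dye loading, compound-evoked calcium rise over 180 s flagged agonists.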
D1 antag: blocks dopamine activation of the human D1 receptor | P21728 | HEK293 TREx D1 cells, calcium flux, dopamine EC80; active compounds read low | activity change, negative = inhibition, % at 10 µM | hit rate 3.2% among 360,000 | AID 504652; in the data active = activity change below about -30%; also: % is scaled to controls: 0 for no effect and ±100 for the full control effect
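HEK293 T-REx cells expressing inducible, force-coupled D1 receptor; no-wash Ca dye, 30–90 min RT. Cmpd → 180 s read at 1 Hz → EC80 DA → 180 s read.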
RXFP1 antagonist: blocks the human relaxin receptor RXFP1 | HEK293-RXFP1, relaxin-stimulated cAMP HTRF, 30 min; active compounds read low | Q9HBX9 | activity change, negative = inhibition, % at 57.5 µM | hit rate 0.59% among 350,000 | AID 1259400;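 active = activity change of -60% or lower, but not beyond a set lower limit; inconclusive = change between -60% and -40%, or beyond the set limit; inactive = change above -40%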; also: % is scaled to controls: 0 for no effect and ±100 for the full control effect
D2 potentiator: positively modulates the human D2 dopamine receptor allosterically; P14416; potentiation, % at 10 µM; HEK293 T-REx D2, calcium flux, EC20 dopamine potentiation; hit rate 0.34% among 340,000;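 active = potentiation over 3 SD above the plate norm, cut at about 30% in these data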; also: 0% is about no effect
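Potentiation of an EC20 dopamine calcium response measured kinetically over 180 s, after a preceding 180 s compound-only read flagging agonists. Cells: inducible Hek293 Trex D2 line, 4000/well, cultured overnight at 30 C before dye loading.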
TRHR PAM: allosteric enhancers of human TRH receptor | TRHR cells, fluo-8 calcium fluorescence, EC20 TRH enhancement | AID 493056 | enhancement, % at 2 µM | hit rate 0.66% among 360,000; in the data active = enhancement above about 30%; also: 0% is about no effect
Target sequence (P34981 whole entry, looked up): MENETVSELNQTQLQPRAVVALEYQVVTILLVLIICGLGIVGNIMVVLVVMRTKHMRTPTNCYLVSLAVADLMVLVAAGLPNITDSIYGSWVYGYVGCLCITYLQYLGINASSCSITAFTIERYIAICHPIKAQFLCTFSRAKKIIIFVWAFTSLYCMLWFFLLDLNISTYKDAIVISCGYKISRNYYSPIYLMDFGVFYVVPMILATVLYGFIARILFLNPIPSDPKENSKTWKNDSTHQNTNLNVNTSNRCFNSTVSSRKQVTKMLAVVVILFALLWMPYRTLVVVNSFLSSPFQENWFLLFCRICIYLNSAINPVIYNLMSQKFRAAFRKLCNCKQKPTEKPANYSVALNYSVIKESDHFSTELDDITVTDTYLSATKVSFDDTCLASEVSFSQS
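TRHR-expressing cells loaded with fluo-8 calcium dye were read kinetically (ex 480/em 530) during compound addition, then stimulated with an EC20 of TRH (10 nM final). Enhancement of the Gq-mediated intracellular calcium response was scored.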
D2 agonist: activates the human D2 dopamine receptor | P14416 | HEK293 T-REx D2 cells, calcium flux agonist mode | activation, % at 2 µM | hit rate 0.53% among 340,000 | AID 485358;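 active = activation over 3 SD above normal in the single-dose calcium agonist read, cut at about 30% in these data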; also: 0% is about no effect
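HEK293 Trex D2 cells, tetracycline-induced, o/n 30 C 5% CO2; no-wash Ca dye, RT 30–90 min; 10-cycle baseline, 23 nl cpd added, kinetic Ca read 180 s; agonist hits = positive Ca response.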
RXFP1 agonist: agonists of human relaxin receptor RXFP1 | Q9HBX9 | HEK293T-RXFP1 cAMP TR-FRET, 30 min; response scale: percent of porcine relaxin response, buffer zero | Potency, µM (top dose mostly 57.5 µM), for inactives: at the highest dose activation, usual class: activators | hit rate 0.3% among 370,000 | AID 2676; active = well fitted activation curve with a large enough effect; inconclusive = small, poorly fitted or top-dose-only effect; also: potency is read from the fitted curve at half-maximal effect; % is scaled to controls: 0 for no effect and ±100 for the full control effect; nearly all actives have a fitted effect of over 60% in size; many of its hits are not listed in these tables
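HEK293T cells stably expressing RXFP1 were pretreated with the PDE4 inhibitor Ro 20174, exposed to compounds for 30 min at 37C, lysed, and cAMP was read by TR-FRET. Data normalized to buffer (basal) and 29 nM porcine relaxin (100%).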
D2 antag: antagonizes the human D2 dopamine receptor | AID 485344 | HEK293 TREx D2 cells, calcium flux, dopamine EC80 | hit rate 2% among 340,000 | P14416 | inhibition, % at 10 µM; in the data active = inhibition above about 30%; also: 0% is about no effect
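Compounds are added to dye-loaded, induced HEK293 T-REx cells coupled to calcium release via D2; after a 3 min kinetic read an EC80 dopamine stimulus is given and fluorescence is recorded for 3 more min.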
D1 potentiator: potentiators of human D1 dopamine receptor. P21728. HEK293 TREx D1 cells, calcium flux, dopamine EC20 potentiation. potentiation, % at 10 µM. hit rate 0.036% among 360,000. AID 504651; in the data active = potentiation above about 30%; also: 0% is about no effect
* hit, by the source's call; ? = inconclusive; . = no result given; & = joins results of further samples.

SMILES | D1 agonist | D1 antag | RXFP1 antagonist | D2 potentiator | TRHR PAM | D2 agonist | RXFP1 agonist | D2 antag | D1 potentiator
Cc1cc(/C=C2\C(=N)N3N=C(CC(=O)N4CCOCC4)SC3=NC2=O)c(C)n1-c1ccccc1 | 3 | 1 | 4 | 5 | 17 | 0.6 | -1.6% | -1 | 5
O=C(Cn1nc(C(F)(F)F)cc1C1CC1)NCc1ccccc1F | 3 | 2 | -10 | 6 | -5 | -0.9 | -1.2% | 13 | -3
Cc1cccc(C(=O)OCC(=O)c2c(N)n(CC(C)C)c(=O)n(C)c2=O)c1[N+](=O)[O-] | 6 | 14 | 12 | -8 | -3 | 0.4 | -0.1% | 14 | 0
Cc1ccc(C2(c3ccccc3)NC(=O)N(CC(=O)NC3(C#N)CCCC3)C2=O)cc1C (stereo not drawn) | 2 | 9 | -4 | 14 | 10 | 1.2 | -0.3% | -17 | -4
COc1ccc(-c2cc(=O)oc3cc(OCC(=O)NCC4CCC(C(=O)O)CC4)ccc23)cc1 (stereo not drawn) | 3 | -3 | . | . | 2 | . | 3.9% | . | -3
CCOC(=O)c1c(C#N)c(SCC(=O)Nc2ccc(OC)cc2)nc2c1CN(CC)CC2 | 0 | 3 | -6 | -5 | 18 | 0.7 | 2.2% | 1 | 10
O=C(Cc1ccccc1)Nc1ccc(Br)c(Cl)c1 | 22 | -55* | 14 | 31* | 3 | -1.6 | 0.5% | -10 | -11
CCc1ccc(N(C(=O)c2csnn2)C(C(=O)NC(C)(C)CC)c2cccnc2)cc1 (stereo not drawn) | 1 | 27 | 2 | 6 | 3 | 0.2 | -0.4% | 12 | 5
CCc1nnc(NC(=O)C2CC(=O)N(CCc3ccc(F)cc3)C2)s1 (stereo not drawn) | 0 | -10 | -8 | 2 | 6 | -0.2 | 4.0% | -2 | 6
COc1cc(NC(=O)c2cc(=O)[nH]c3ccc(S(=O)(=O)N4CCOCC4)cc23)cc(OC)c1 | 4 | 4 | -10 | 10 | -1 | 0.1 | 1.1% | -3 | 0
COc1ccc(-c2cnc(N)n2CC2CCCO2)cc1 (stereo not drawn) | 0 | 5 | -3 | -5 | 2 | 0.0 | 0.0% | -7 | 6
Cc1nn(-c2ccccc2)c(C)c1/C=N/O | 1 | -1 | -21 | 4 | -3 | -0.2 | 2.2% | 4 | -3
COc1cc(C(c2c(C)[nH][nH]c2=O)c2c(C)[nH][nH]c2=O)ccc1OS(=O)(=O)c1ccccc1 | 2 | 6 | -8 | 11 | 3 | 0.1 | 0.2% | -13 | -4
CCC(C)(C)NC(=O)C(c1ccc(OC)cc1)N(Cc1cccs1)C(=O)CCC(=O)Nc1cc(C)on1 (stereo not drawn) | 0 | -35* | 7 | 19 | -3 | 0.6 | 2.2% | 1 | -9
Nn1c(Nc2ccccc2)nc2sc3c(c2c1=O)CCC3 | 2 | 7 | 5 | -2 | -2 | 1.3 | -1.9% | -3 | 5

Looked up one by one from above (five):
SMILES | D1 agonist | D1 antag | RXFP1 antagonist | D2 potentiator | TRHR PAM | D2 agonist | RXFP1 agonist | D2 antag | D1 potentiator
CCC(C)(C)NC(=O)C(c1ccc(OC)cc1)N(Cc1cccs1)C(=O)CCC(=O)Nc1cc(C)on1 (stereo not drawn) | 0 | -35* | 7 | 19 | -3 | 0.6 | 2.2% | 1 | -9
Cc1ccc(C2(c3ccccc3)NC(=O)N(CC(=O)NC3(C#N)CCCC3)C2=O)cc1C (stereo not drawn) | 2 | 9 | -4 | 14 | 10 | 1.2 | -0.3% | -17 | -4
Cc1cccc(C(=O)OCC(=O)c2c(N)n(CC(C)C)c(=O)n(C)c2=O)c1[N+](=O)[O-] | 6 | 14 | 12 | -8 | -3 | 0.4 | -0.1% | 14 | 0
Cc1nn(-c2ccccc2)c(C)c1/C=N/O | 1 | -1 | -21 | 4 | -3 | -0.2 | 2.2% | 4 | -3
Nn1c(Nc2ccccc2)nc2sc3c(c2c1=O)CCC3 | 2 | 7 | 5 | -2 | -2 | 1.3 | -1.9% | -3 | 5

(listing goes on)
SMILES | D1 agonist | D1 antag | RXFP1 antagonist | D2 potentiator | TRHR PAM | D2 agonist | RXFP1 agonist | D2 antag | D1 potentiator
CCOC(=O)CSC(CC)C(=O)Nc1nnc(CC)s1 (stereo not drawn) | 2 | -1 | 5 | 2 | -9 | -0.6 | -0.5% | 9 | -6
Cc1cc(SCc2cc(=O)[nH]c3ccccc23)nc2ccccc12 | 7 | 33 | 9 | -5 | 3 | -1.2 | 9.3% | -2 | 0
CC1(C)SCC2C(=O)N3C(CSC3(C)C)C(=O)N21 (stereo not drawn) | 4 | -1 | -1 | 9 | -2 | 0.5 | 1.8% | 2 | 1
CN(C(=O)COC(=O)c1cc([N+](=O)[O-])ccc1N1CCCC1)C1CCS(=O)(=O)C1 (stereo not drawn) | 3 | 1 | 1 | 2 | -2 | 1.2 | -1.6% | -9 | -5
Cc1cccn2c(=O)c3cc(C(=O)NCc4cccnc4)c(=N)n(CCCO)c3nc12 | 0 | 1 | -5 | 6 | -1 | 1.8 | ? | . | 2
Cc1ccc(C)c(N(CC(=O)N2CCCC2)S(C)(=O)=O)c1 | 5 | -20 | -2 | 5 | -1 | -1.1 | -0.9% | -6 | -3
COCCCNC(=O)CN(Cc1ccc(Cl)cc1)S(C)(=O)=O | 1 | -18 | -16 | 3 | -8 | -0.2 | -2.5% | -9 | 2
Fc1ccc(C(Nc2ccccc2Cl)c2nnc(-c3ccccc3Cl)o2)cc1 (stereo not drawn) | 17 | 10 | -16 | -3 | 12 | . | 2.2% | . | -4
CC12CCC(=O)N1C(C(=O)NNC(=O)c1ccccc1F)CS2 (stereo not drawn) | 3 | -10 | -1 | 11 | 4 | 0.1 | 0.2% | -6 | 0
C/C(=C1/SC(N2CC(C)OC(C)C2)=NC1=O)c1ccccc1 (stereo not drawn) | 1 | -1 | -6 | -1 | -1 | -0.5 | 3.6% | 11 | 9
Cn1nc(C(=O)Nc2ccc(S(=O)(=O)N3CCCC3)cc2)ccc1=O | 1 | 3 | -1 | 3 | -8 | 1.2 | 1.3% | 16 | -5
CC(C)CN(CCCNC(=O)CN1N=C(c2ccc(Cl)cc2)CCC1=O)CC(C)C | 0&-3 | -3&22 | -6&-9 | 0&-11 | -5&-3 | -0.3&1.5 | 4.1%&-0.7% | -28 | -8&3
COc1cc(OC)cc(C(=O)NNC(=O)CCC(=O)c2cccs2)c1 | 1 | -8 | -6 | 8 | 1 | 0.0 | 0.8% | -9 | 2
CCNC(=O)CC1C(=O)N(c2ccc(F)cc2)C(=O)N1Cc1ccccn1 (stereo not drawn) | 0 | 14 | -6 | 7 | -4 | 0.0 | 1.2% | -14 | 0
Cc1nn(CCCC(=O)Nc2ccc(Br)cc2F)c(C)c1[N+](=O)[O-] | 3 | -4 | -1 | -2 | 7 | -4.2 | -0.6% | -3 | -3
CCn1c(SCC(=O)NC2CC2)nnc1-c1csc(C)c1 | 2 | -3 | -3 | 9 | -5 | 0.5 | -1.1% | -8 | -3
CCn1c(SCC(=O)Nc2ccccc2N2CCOCC2)nnc1-c1ccccc1O | 2 | 7 | -4 | -4 | 6 | . | -1.0% | . | -5
CCc1cc(=O)oc2cc(OC(C)=O)cc(OC(C)=O)c12 | 2 | -5 | 18 | -3 | 1 | -0.4 | 26% | -27 | 7
CCOC(=O)C1(CCCc2ccccc2)CCN(C(=O)Cc2nonc2C)CC1 | 3 | 14 | 7 | 16 | 4 | 1.6 | -3.2% | 2 | 1
Cc1[nH]c(=O)[nH]c(=O)c1S(=O)(=O)N1CCCC(C(=O)N2CCN(c3ccccc3Cl)CC2)C1 (stereo not drawn) | -2 | 7 | -5 | 6 | -1 | 1.0 | 1.9% | -8 | 1
COC(=O)COC(=O)c1ccccc1NC(=O)c1ccccc1 | 1 | -1 | 0 | 8 | 1 | -1.2 | -0.5% | 9 | 1
COc1ccc(N(Cc2cc3ccccc3[nH]c2=O)S(=O)(=O)c2ccc(C)cc2)cc1 | 5 | -8 | . | -6 | 4 | 0.4 | 8.6% | 10 | -8
c1ccc2c(NCCc3c[nH]c4ccccc34)c3ccccc3nc2c1 | 7 | -26 | 5 | -16 | 9 | 0.3 | -3.4% | 9 | -11
Cc1ccc(OCCOCCN2CCCCC2)c([N+](=O)[O-])c1 | 4 | 0 | -13 | -1 | 7 | 0.0 | 0.6% | -6 | -4
Cc1cccc(C(=O)Nc2nc3ccc(S(C)(=O)=O)cc3s2)c1 | 2 | 5 | -8 | 5 | 18 | 0.3 | ? | -10 | 0
Cc1cc(C)cc(OCCn2c(CCNC(=O)C3CCCCC3)nc3ccccc32)c1 | -1 | -1 | 7 | 7 | 13 | -0.2 | 0.0% | . | -2
CSc1nc2c(c(=O)[nH]1)C(c1ccc(F)cc1)CC(=O)N2 (stereo not drawn) | 2 | -6 | -1 | -1 | -10 | 0.0 | -0.5% | 14 | -6
COCCN(C(=O)c1ccc(NC2CC2)c([N+](=O)[O-])c1)c1c(N)n(CC(C)C)c(=O)[nH]c1=O | 3 | 5 | -7 | 24 | 2 | 0.2 | -2.1% | 21 | -4
CCOc1ccc(S(=O)(=O)Oc2ccc3ccccc3c2)cc1 | 19 | -13 | -15 | -7 | -4 | 1.1 | 2.5% | -12 | -11
COc1ccc(NC(=O)c2ccc3c(c2)c(C)c(C)n3Cc2ccc(F)cc2)c(OC)c1 | 4 | -13 | -7 | 6 | -2 | 0.2 | 1.5% | . | 1
O=C(CSc1ccccc1)N1CCCC(N2CCN(c3ccc(F)cc3)CC2)C1 (stereo not drawn) | 0 | -8 | -23 | -2 | -5 | 0.3 | -1.3% | 19 | -2
COc1ccc(CCNC(=O)c2cc(S(=O)(=O)N3CCOCC3)ccc2F)cc1 | 3 | -5 | 1 | -13 | -3 | -0.1 | -0.5% | 9 | -8
Cc1ccc(NC(=O)c2c(C)nn(-c3ccccc3)c2Cl)cc1 | 1 | 4 | -28 | -9 | 5 | 0.4 | -1.6% | -11 | -6
O=C(NC1CCN(CC(=O)N(c2ccccc2)c2ccccc2)CC1)c1ccc([N+](=O)[O-])cc1 | 3 | 1 | -18 | -1 | -3 | 1.0 | -2.9% | -6 | -4
CCOC(=O)c1c[nH]c2ccc3ccccc3c2c1=O | 22 | 2 | -11 | -6 | -2 | 5.8 | 3.5% | -6 | 1
O=C(CN(C(=O)CNS(=O)(=O)c1ccc(F)cc1)c1ccc(F)cc1)NCc1ccco1 | 25 | -32* | -2 | 18 | 9 | -0.8 | 1.2% | 11 | -6
O=[N+]([O-])c1ccccc1-c1cc(-c2cc(Cl)ccc2O)n[nH]1 | 0 | 9 | . | 6 | 4 | 2.4 | -0.1% | 3 | -4
CCc1nn2c(=O)c(S(=O)(=O)Nc3ccccc3)c(C)nc2s1 | 0 | 2 | -17 | -9 | 10 | 0.1 | 1.6% | -8 | -2

High-throughput results (PubChem)

A portion of the library; rates above refer to the full screens.
